Compound activity from PubChem BioAssay.
HT1080-NT tox – kills 2HG-producing HT-1080-NT fibrosarcoma cells | 360,000 compounds, 1.6% hits | AID 686970 | HT-1080-NT fibrosarcoma viability, CellTiter-Glo ATP luminescence, 48 h | Potency, µM (doses to about 46.1 µM), without a hit: top-dose activity, negative = less viability, usual class: cytotoxic;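 note: NT is the 2HG producing partner of a matched IDH1 knockdown line; potency is the fitted concentration of half-maximal effect; 0% = DMSO-treated cells and -100% = media-only wells without cells; nearly all actives have a fitted effect of over 55% in size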
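Fibrosarcoma NT cells, 750 per well in 5% FBS RPMI, were exposed to compound for 48 hours. Viability: CellTiter-Glo luminescence.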
S2 tox – cell viability loss in ATXN counter-screen; S2 cells (HEK-293 line with an ATXN2-luciferase reporter) viability, CellTiter-Fluor protease fluorescence, 24 h; Potency, µM (top dose mostly 56.7 µM), hits mostly cytotoxic; 400,000 compounds, 0.49% hits; note: potency is the fitted concentration of half-maximal effect; nearly all actives have a fitted effect of over 40% in size
ATXN2 expr inh – ATXN2 expression inhibition | HEK-293 ATXN2-luciferase reporter, luminescence, 24 h | Potency, µM (top dose mostly 57 µM), for inactives: top-dose activity change, negative = inhibition, actives largely listed as inhibitors | 360,000 compounds, 0.72% hits | AID 1745845; note: potency is the fitted concentration of half-maximal effect; % is set by controls: 0 for no effect and ±100 for the full control effect; nearly all actives have a fitted effect of over 55% in size
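qHTS (up to 57 uM final) was run with 24 h compound exposure of reporter cells at 37 °C. Each well was multiplexed: SteadyGlo luminescence measured ATXN2-luciferase expression after a fluorogenic Gly-Phe-AFC viability readout (25 uM final).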
IL-1B inflam inh – inhibitors of inflammasome signaling (IL-1 beta secretion). THP-1 LPS/ATP IL-1B secretion, AlphaLISA, 16 h; hits give low values. activity change, % at 57.5 µM. 360,000 compounds, 4.7% hits; in the data active = activity change below about -50%; inconclusive = mostly about -30% to -49%; note: % is set by controls: 0 for no effect and ±100 for the full control effect
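THP-1 cells pretreated 1 hr with compounds (up to 57.5 uM final), then stimulated with LPS (250 ng/mL final) plus ATP (1.25 mM final); secreted IL-1B measured by AlphaLISA after 16 hr, decreased signal indicating inhibition.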
MCF10A rerep – DNA re-replication induction in MCF 10a cells. 350,000 compounds, 2.9% hits. MCF 10A DNA re-replication, Hoechst nuclear intensity, 48 h. Potency, µM (titrated, usually from 46.1 µM), for the others: at the highest dose activity, positive = re-replication, usual class: activators; note: potency is the fitted concentration of half-maximal effect; % of control where 0% means no effect; nearly all actives have a fitted effect of over 50% in size
HT1080 IDH1KD tx – kills HT-1080 cells with IDH1 knockdown; HT-1080 IDH1 knockdown viability, ATP luminescence, 48 h; Potency, µM (titrated, usually from 46.1 µM), for inactives: at the top dose activity, negative = toxicity, actives largely listed as cytotoxic; 360,000 compounds, 2% hits; AID 686971;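 note: potency is the fitted concentration of half-maximal effect; 0% = DMSO wells and -100% = cell-free medium wells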
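Using the IDH1-knockdown HT-1080 line run in the same batch and compound series as the NT line, viability after 48 h at 37 °C was determined by CellTiter-Glo luminescence and expressed as % activity.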
SW480 rereplic – induces DNA re-replication in SW480 colon adenocarcinoma cells; 340,000 compounds, 1.8% hits; Potency, µM (top dose mostly 46.1 µM), for inactives: at the highest dose re-replication activation, actives largely listed as activators; SW480 DNA re-replication, Hoechst DNA content imaging, 48 h; note: potency is the fitted concentration of half-maximal effect; % of control where 0% means no effect; nearly all actives have a fitted effect of over 55% in size
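Image-based DNA-content assay: after two days of treatment, nuclei were labelled with the DNA dye Hoechst and imaged, and hits were compounds raising the count of nuclei showing high fluorescence intensity.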
KB-3-1 tox – kills parental KB-3-1 adenocarcinoma cells; 400,000 compounds, 1.4% hits; KB-3-1 viability, CellTiter-Glo ATP luminescence, 72 h; Potency, µM (highest dose often 46.1 µM), for the others: top-dose activity change, negative = cytotoxic, hits mostly cytotoxic; note: potency is the fitted concentration of half-maximal effect; % is set by controls: 0 for no effect and ±100 for the full control effect; nearly all actives have a fitted effect of over 60% in size
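Parental KB-3-1 viability, qHTS format: 72 h compound exposure, 37 °C; CellTiter-Glo; media-only wells and DMSO plates as controls; concentration-effect fits on corrected data.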
HepG2 tox – counter-screen for TGF-b inhibitors: cytotoxicity in HepG2 cells | HepG2 CAGA-GFP viability, ATP luminescence, 18 h | Potency, µM (top dose mostly 46.1 µM), for the others: at the top dose activity change, negative = cytotoxicity, hits mostly cytotoxic | 410,000 compounds, 0.76% hits | AID 588856; note: potency is the fitted concentration of half-maximal effect; some results filed as inactive show a strong effect at the top dose
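CellTiter-Glo luminescence gave cytotoxicity after 18 hours at 37 degrees C. The cells were HepG2 CAGA-GFP in 1% FBS DMEM, stimulated with 500 pg/mL TGF-beta after compound addition. %Activity was normalised to no-cell wells (complete cell-killing) and DMSO (no toxicity), and curves were fitted and classified.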
* hit, by the source's call; i = inactive; ? = inconclusive; · = no result given; & = joins results of further samples; [ ] = remark or other dose. Unless noted, calls come from the whole dose curve; as a rule, active = well fitted curve in the direction sought with a large enough effect; inconclusive = small, poorly fitted or top-dose-only effect, or another doubt; inactive = no such curve, though single readings can be large; an effect the other way counts as inactive or inconclusive. An excerpt; count on the stated rates, not on these rows.

SMILES	HT1080-NT tox	S2 tox	ATXN2 expr inh	IL-1B inflam inh	MCF10A rerep	HT1080 IDH1KD tx	SW480 rereplic	KB-3-1 tox	HepG2 tox
CN1CCN(Cc2cc(=O)n3ccsc3n2)CC1	-5.7%	i	8.3%	18.8	0.3%	1.1%	1.9%	-1.9%	9.0%
C[C@]12CCC3C(CC[C@H]4C[C@@H](O)CC[C@]34C)C1C[C@@H](O)[C@@H]2O (stereo not given in full)	8.4%	i	2.0%	7.1	-5.6%	9.7%	-12.0%	12.5%	15.4%
COC1C(O)C(C)OC(OC2CCC3(C)C(CCC4C3C(O)CC3(C)C(C5=CC(=O)OC5)CCC43O)C2)C1O (stereo not given)	1.46µM*	?	0.398µM*	0.0	0.259µM*	0.82µM*	1.3µM*	0.206µM*	-38.2%
Cc1cc(C)c(S(=O)(=O)N2Cc3ccccc3-n3nncc3C2)c(C)c1	-12.0%	?	-24.9%	10.7	·	-6.0%	·	?	-18.4%
CN(CC(=O)Nc1nc2ccccc2s1)S(=O)(=O)c1ccc(Br)cc1	?	i	?	8.6	?	?	9.1%	-22.6%	-38.2%
Cc1onc(-c2ccccc2)c1C(=O)N1CCC2(CC1)OCCO2	7.7%	i	-1.7%	-9.3	-10.2%	1.5%	-9.8%	4.1%	-22.7%
O=c1[nH]c(=O)n(CCc2ccccc2)c(O)c1C=NCc1ccc2c(c1)OCO2	-3.8%	i	-32.3%	5.6	7.5%	-6.9%	0.1%	-1.0%	-3.0%
Cc1ccc(C(C)C)cc1OCC(=O)Nc1nnc(C2CC2)s1	?	i	169.4%[activator]	-4.9	23.0%	?	1.6%	?	-14.9%
Cc1ccc(NC(=O)c2cccn(Cc3ccccc3C)c2=O)c(C)c1	·	i	12.6%	·	·	·	·	-5.7%	-5.7%
COP(C)(=O)c1c(C)nn(-c2ccccc2)c1C (stereo not given)	-2.6%	i	-1.4%	-1.9	?	6.2%	-1.5%	-3.9%	-5.4%
COc1c2c(cc3c1OCO3)CC[N+](C)=C2	17.0%	i	-11.6%	5.2	-0.7%	-3.0%	-5.1%	0.0%	-83.7%
Cc1cccnc1-n1c(-c2ccccc2)nc2ccccc2c1=O	0.0%	?	-9.6%	0.0	-1.0%	1.9%	-4.1%	-0.8%	-22.5%
O=C(Nc1ccccc1)Oc1ccccc1	-11.3%	i	24.0%	-8.1	-5.8%	1.9%	-4.9%	0.3%	-4.6%
O=S(=O)(c1ccc(F)c(F)c1F)N1CCN(c2ncnc3sccc23)CC1	-6.5%	i	0.0%	23.8	?	-28.9%	?	?	-4.7%
CCCCC(=O)N/N=C/c1c(O)n(Cc2ccc(F)cc2)c(=O)[nH]c1=O	-27.2%	i	?	31.3	-0.1%	-24.3%	?	-0.8%	-28.5%
CC(C)n1cc(C(=O)N(CC(=O)NC(C)(C)C)Cc2ccccc2)cn1	1.2%	i	-1.3%	9.2	?	9.3%	-0.1%	1.8%	-5.6%
CCN(CC)CCN=Cc1c(O)n(Cc2ccccc2)c(=O)[nH]c1=O	13.6%&-4.4%	i	-9.8%&-3.0%	6.0&2.6	-2.7%&17.7%	12.8%&2.3%	-0.4%&-0.2%	15.9%&-9.3%	-8.3%&-5.4%
CC(=O)NC(Cc1ccc(N(CCCl)CCCl)cc1)C(=O)NC(CC(C)C)C(=O)O (stereo not given)	0.3%	i	-17.2%	0.0	-12.5%	-2.4%	1.3%	4.9%	1.0%
O=C(c1cc(C(=O)NCc2ccccc2)c(=O)n(Cc2ccccc2)c1)c1cc(Cl)ccc1O	-19.8%	i	-5.4%	-2.6	?	-23.9%	11.5%	?	0.0%
O=C1NC(=S)N(c2ccccc2F)C(=O)/C1=C\c1cccs1	6.4%	·	?	-90.5*	?	-16.7%	?	?	-44.3%
COC(=O)C1=C(c2ccccc2OCc2ccccc2)C[C@@H]2CC[C@H]1N2C(=O)NCc1ccc([N+](=O)[O-])cc1	?	i	-17.5%	-52.6*	11.7%	?	28.5%	?	-27.7%
C/C(=C\c1ccc(N(C)C)cc1)[N+](=O)[O-]	11.2µM*	·	31.6µM*	-106.6*	2.59µM*	6.31µM*	5.8µM*	?	10µM*
CC1(c2ccccc2)CC(C)(C)N2C(=O)C3(C(C#N)=C(N)Oc4cc(O)ccc43)c3cccc1c32 (stereo not given)	?	?	?	-50.7*	?	?	6.4%	-23.7%	-99.5%
COC(=O)C1=C(c2ccc(OCc3ccccc3)cc2)C[C@@H]2CC[C@H]1N2C(=O)NCc1ccc2[nH]ccc2c1	-9.3%	?	-6.2%	-4.1	·	-3.8%	·	2.8%	-6.0%
C[C@]12CCC3C(CC[C@H]4[C@H](O)[C@H](O)CC[C@]34C)C1CCC2=O (stereo not given in full)	-0.1%	i	0.2%	8.1	-8.9%	1.3%	-11.6%	23.6%	11.7%
NCC(CC(=O)O)c1ccc(Cl)cc1 (stereo not given)	5.4%	i	3.5%	-8.5	1.0%[9.22 µM]	12.0%	10.3%	5.7%	-19.7%
CCCCN1C(=O)/C(=C/C=C/c2ccco2)C(=O)NC1=S	0.4%	i	-0.3%[11.3 µM]	-9.1	-7.8%	12.2%	-5.6%	13.0%	4.1%
COc1cccc(NP(=O)(Oc2ccc(Cl)cc2)Oc2ccc(Cl)cc2)c1	?	?	-30.2%	?	?	?	?	?	-52.2%
CC(=O)NS(=O)(=O)c1ccc(NC(=O)c2cccn(Cc3ccc(Cl)cc3)c2=O)cc1	·	i	5.6%	·	·	·	·	-10.8%	-1.7%
Cn1c(O)c(/C=N/N2CCCCC2)c(=O)[nH]c1=O	5.3%	?	4.5%	2.4	-4.8%	1.3%	0.8%	0.8%	-28.8%
CC(C)COc1ccc(C2(C#N)CC[N+](C)(C)CC2)cc1	2.9%	i	-3.9%	?	10.7%	10.7%	-2.1%	-7.3%	4.3%
COc1ccccc1NC(=O)N(Cc1ccc2c(c1)OCO2)C1CCN(Cc2ccccc2)CC1	·	?	?	·	·	·	·	-14.6%	-28.9%
CCN(CC)c1ccc(N=Cc2c(O)n(-c3ccc(OC)cc3)c(=O)[nH]c2=O)cc1	0.3%	i	2.5%	3.4	-0.6%	-0.5%	-1.1%	-3.5%	-25.7%
O=c1[nH]c(=O)n(Cc2ccco2)c(O)c1C=NCc1ccco1	-1.1%	i	-3.7%	5.1	-2.5%	3.9%	-3.4%	-3.0%	-5.6%
O=c1c2ccccc2nc(C[n+]2ccccc2)n1-c1cccc(C(F)(F)F)c1	3.1%	i	-23.0%	0.0	0.0%	6.8%	-5.7%	24.5%	-1.6%
COc1ccc(C(Nc2ccccc2)P(=O)(Oc2ccccc2)Oc2ccccc2)cc1 (stereo not given)	-16.3%	i	-8.1%	-3.9	-4.3%	4.3%	?	-7.6%	3.6%
Cc1sc2c(c1C)C(c1ccc(C(C)(C)C)cc1)=NCC(=O)N2CC(=O)Nc1nccs1	?	i	-10.2%	-3.2	?	?	26.0%	?	-57.2%
COc1ccc2oc(-c3cccc(NC(=O)c4ccc(C#N)cc4F)c3)nc2c1	·	?	0.3%	·	·	·	·	10.8%	-14.6%
CCOC(=O)C1(CCCc2ccccc2)CCN(C2CCC2)CC1	-3.8%	i	-6.3%[11.3 µM]	-23.7	19.7%	-8.9%	3.1%	-0.3%	-16.1%
CC(C)CC(N(C)C)C1(c2ccc(Cl)cc2)CCC1 (stereo not given)	?	i	-32.5%&-24.4%&-7.7%&21.4%	6.4&-11.4	-21.6%&0.3%	-6.9%&-11.1%	-3.8%&-15.4%&-3.2%	0.0%&0.0%	-5.4%&1.6%
COc1ccc(C2SCC(=O)Nc3c2c(=O)[nH]n3C2CCCCCC2)cc1OC (stereo not given)	-11.3%	i	-1.3%	-3.8	-1.9%	-17.0%	-5.3%	-29.1%	-25.6%
CCCCn1c(O)c(C=NC2CCCCC2N)c(=O)[nH]c1=O (stereo not given)	-6.8%	i	3.9%	-2.6	1.6%	3.5%	15.7%	-5.0%	1.3%
O=C(c1ccoc1)N1CCCC(N2CCN(c3cccc(C(F)(F)F)c3)CC2)C1 (stereo not given)	-6.5%	i	-14.0%	-4.4	?	-4.4%	7.8%	·	-14.7%

A draw from above in order of formula weight, lowest first:
SMILES	HT1080-NT tox	S2 tox	ATXN2 expr inh	IL-1B inflam inh	MCF10A rerep	HT1080 IDH1KD tx	SW480 rereplic	KB-3-1 tox	HepG2 tox
CC(C)COc1ccc(C2(C#N)CC[N+](C)(C)CC2)cc1	2.9%	i	-3.9%	?	10.7%	10.7%	-2.1%	-7.3%	4.3%
CCOC(=O)C1(CCCc2ccccc2)CCN(C2CCC2)CC1	-3.8%	i	-6.3%[11.3 µM]	-23.7	19.7%	-8.9%	3.1%	-0.3%	-16.1%
COc1ccc2oc(-c3cccc(NC(=O)c4ccc(C#N)cc4F)c3)nc2c1	·	?	0.3%	·	·	·	·	10.8%	-14.6%
O=C(c1ccoc1)N1CCCC(N2CCN(c3cccc(C(F)(F)F)c3)CC2)C1 (stereo not given)	-6.5%	i	-14.0%	-4.4	?	-4.4%	7.8%	·	-14.7%
CCN(CC)c1ccc(N=Cc2c(O)n(-c3ccc(OC)cc3)c(=O)[nH]c2=O)cc1	0.3%	i	2.5%	3.4	-0.6%	-0.5%	-1.1%	-3.5%	-25.7%
COc1ccc(C(Nc2ccccc2)P(=O)(Oc2ccccc2)Oc2ccccc2)cc1 (stereo not given)	-16.3%	i	-8.1%	-3.9	-4.3%	4.3%	?	-7.6%	3.6%
COc1ccccc1NC(=O)N(Cc1ccc2c(c1)OCO2)C1CCN(Cc2ccccc2)CC1	·	?	?	·	·	·	·	-14.6%	-28.9%
